# Coupling enz: counter-screen for Giardia aldolase inhibitors: coupling enzyme system; activity change, negative = inhibition, % at 58.2 µM, hits read low; AID 2472; 290,000 tested, 0.67% active; coupling enzyme system counterscreen, AmpLite Red fluorescence; in the data active = activity change below about -30%; note: % is set by controls: 0 for no effect and ±100 for the full control effect
#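 First, compound is pin-transferred into glyceraldehyde-3-phosphate coupling-enzyme reagent at 57.5 uM final and held 10 min at RT. Next, substrate, coupling system and AmpLite Red are added. After 20 min RT, fluorescence (525/598 nm) is read.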
# ELG1 genotox: inducers of genotoxicity in HEK293T ELG1-luciferase cells; HEK293T ELG1-luciferase reporter, luminescence, 16 h; Potency, µM (series often up to 46 µM), without a hit: at the top dose activity change, positive = activation, actives largely listed as activators; 330,000 tested, 1.3% active; note: potency is the fitted concentration of half-maximal effect; % of control where 0% means no effect; nearly all actives have a fitted effect of over 60% in size
#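 Screening used a luciferase reporter fused to human ELG1 in HEK293T cells. Luminescence was read on a CCD plate imager after 16 hr exposure and 30 min ONE-Glo incubation.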
# FLuc modulator: firefly luciferase modulation, counter-screen for miR-21 project. Potency, µM (doses to about 57.5 µM), inactives show at the highest dose activity change, negative = inhibition, hits mostly inhibitors. purified FLuc, Km substrates, luminescence inhibition. P08659. 360,000 tested, 6.9% active;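 note: potency is the fitted concentration of half-maximal effect; plate controls were vehicle for no effect and reference inhibitor for full effect; nearly all actives have a fitted effect of over 55% in size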
#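 Purified P. pyralis luciferase (10nM final) with 10uM D-luciferin and 10uM ATP (Km levels) in 50mM Tris acetate pH 7.5, 10mM Mg acetate, 0.01% Tween-20, 0.05% BSA; qHTS 6-point titration, ~60 µM downward; luminescence read.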
# KCNH2 3.1 inh: KCNH2 3.1 (human) potassium channel inhibition | U2OS KCNH2 3.1, thallium flux FluxOr; stronger effect = lower value | activity change, % (tested at about 1.8 µM) | 340,000 tested, 0.95% active | AID 720553;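 active = maximum activity change below -70%; inconclusive = maximum activity change from -70% to -50%; inactive = maximum activity change above -50%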;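 note: thallium influx rate constant from kinetic fluorescence after stimulation buffer; % is set by controls: 0 for no effect and ±100 for the full control effect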
#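 Measured as rate of thallium-driven FluxOr signal in transduced U2OS cells carrying the 3.1 channel, read kinetically for 2 min upon stimulation; values are rate constants scaled to DMSO control wells.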
# VP16 counter: counter-screen for ROR gamma inhibitors: Gal4-VP16 reporter | 310,000 tested, 3.5% active | Potency, µM (series often up to 53.6 µM), inactives show at the highest dose activity, negative = inhibition, usual class: inhibitors | Drosophila S2 Gal4-VP16 UAS-luciferase, luminescence, 20 h | AID 2546;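 note: Gal4-VP16 expression switched on by copper sulfate through the metallothionein promoter; potency is the fitted concentration of half-maximal effect; % is set by controls: 0 for no effect and ±100 for the full control effect; nearly all actives have a fitted effect of over 50% in size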
# uPA generation: blocks generation of uPA at the cell surface; cell surface uPA generation assay, qHTS; AID 540303; Potency, µM (top dose mostly 38.3 µM), without a hit: at the top dose activity change, negative = inhibition, actives largely listed as inhibitors; 330,000 tested, 0.31% active; active = well fitted inhibition curve with a large enough effect; inconclusive = small, poorly fitted or top-dose-only effect; inactive = no such curve, though single readings can be large or run the other way; tested in mouse RAW 264.7 cells; note: potency is the fitted concentration of half-maximal effect; % is set by controls: 0 for no effect and ±100 for the full control effect; nearly all actives have a fitted effect of over 55% in size
# Tb PFK block: inhibitors of T. brucei phosphofructokinase; AID 485367; O15648; 330,000 tested, 0.17% active; Potency, µM (series often up to 57.5 µM), for the others: top-dose activity, negative = inhibition, most hits filed as inhibitors; T. brucei PFK, ADP-Glo luminescence;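 note: potency is the fitted concentration of half-maximal effect; 0% = uninhibited 1x PFK enzyme wells and -100% = no-enzyme wells; nearly all actives have a fitted effect of over 60% in size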
# Target sequence (O15648 whole entry, looked up): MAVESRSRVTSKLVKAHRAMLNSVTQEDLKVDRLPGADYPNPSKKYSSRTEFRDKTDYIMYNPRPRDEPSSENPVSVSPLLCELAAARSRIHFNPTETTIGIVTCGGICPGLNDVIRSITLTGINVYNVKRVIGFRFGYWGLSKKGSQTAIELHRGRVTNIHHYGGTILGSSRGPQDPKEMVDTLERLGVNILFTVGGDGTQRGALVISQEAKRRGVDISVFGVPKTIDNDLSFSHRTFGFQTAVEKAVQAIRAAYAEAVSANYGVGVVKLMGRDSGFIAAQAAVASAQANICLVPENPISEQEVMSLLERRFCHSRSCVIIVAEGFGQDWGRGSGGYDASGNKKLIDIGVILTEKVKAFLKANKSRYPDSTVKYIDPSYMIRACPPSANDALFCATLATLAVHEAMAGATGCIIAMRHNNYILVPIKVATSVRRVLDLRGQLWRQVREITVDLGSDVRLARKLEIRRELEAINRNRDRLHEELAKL
#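 Activity is normalized to no-enzyme wells (full inhibition) and 1.25 nM enzyme wells (no inhibition). Reaction: 0.5 mM F6P, 0.1 mM ATP, 45 min RT, ADP-Glo luminescence; concentration-response curves fitted and classed by quality.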
# Giardia killer: kills Giardia lamblia; Giardia lamblia trophozoite viability; activity change, % at 7.66 µM, hits read low; 340,000 tested, 0.15% active; AID 540267; in the data active = activity change below about -80%; inconclusive = between about -30% and that limit;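 note: parasites exposed to compound for two days anaerobically before the ATP read; % is set by controls: 0 for no effect and ±100 for the full control effect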
#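 Anaerobic 48 hrs incubation at 37 deg C of 100 trophozoites/well with test compounds; ATPLite 1-Step luminescence, 15-30 min RT, reports cellular ATP as viability.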
# RORg inh: blocks mouse ROR gamma transcriptional activity. P51450. Drosophila S2 Gal4-RORgamma UAS-luciferase reporter, 20 h. Potency, µM (highest dose often 53.6 µM), for inactives: top-dose activity change, negative = inhibition, usual class: inhibitors. 310,000 tested, 5.4% active; note: potency is the fitted concentration of half-maximal effect; % is set by controls: 0 for no effect and ±100 for the full control effect; nearly all actives have a fitted effect of over 60% in size
# Target sequence (P51450 whole entry, looked up, the tested form may be a part): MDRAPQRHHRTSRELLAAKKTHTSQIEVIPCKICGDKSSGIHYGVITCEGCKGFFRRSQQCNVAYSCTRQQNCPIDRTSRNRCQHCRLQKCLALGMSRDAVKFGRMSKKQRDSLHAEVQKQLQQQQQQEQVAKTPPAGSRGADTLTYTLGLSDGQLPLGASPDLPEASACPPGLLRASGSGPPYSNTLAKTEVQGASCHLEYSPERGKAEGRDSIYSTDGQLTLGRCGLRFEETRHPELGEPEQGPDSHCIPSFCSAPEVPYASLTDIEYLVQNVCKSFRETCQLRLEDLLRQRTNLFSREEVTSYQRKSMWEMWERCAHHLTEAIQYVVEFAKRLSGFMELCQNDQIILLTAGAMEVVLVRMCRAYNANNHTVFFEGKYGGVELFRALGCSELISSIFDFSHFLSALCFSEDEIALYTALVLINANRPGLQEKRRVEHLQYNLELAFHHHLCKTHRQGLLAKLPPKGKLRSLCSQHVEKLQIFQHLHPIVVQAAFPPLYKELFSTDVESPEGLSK
#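 Luciferase reporter read in Schneider cells carrying Gal4-RORγ (mouse) and UAS-Photinus luciferase; cells given compound 1 h before 700 uM copper sulfate induction, then incubated 20 h at ambient temperature.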
# Rab9 promoter act: Rab9 promoter activation. Huh7 Rab9 promoter-luciferase reporter, luminescence, 24 h. Potency, µM (top dose mostly 9.22 µM), for inactives: at the top dose activation, negative = inhibition, hits mostly activators. 320,000 tested, 2.8% active. AID 485297; note: potency is the fitted concentration of half-maximal effect; % of control where 0% means no effect; nearly all actives have a fitted effect of over 60% in size
#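 Huh7 cells stably carrying a Rab9 promoter-luciferase reporter, 1500 cells per well in OP-MEM I with 10% FBS, treated with compound 24 hours at 37C. Luciferase activity read by luminescence after 10 minutes with Amplite reagent.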
# NPC1 prom act: activates the NPC1 promoter | Potency, µM (titrated, usually from 9.22 µM), inactives show at the top dose activation, hits mostly activators | Huh7 NPC1 promoter luciferase reporter, 24 h | AID 485313 | 320,000 tested, 2.4% active;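 note: potency is the fitted concentration of half-maximal effect; % of control where 0% means no effect; nearly all actives have a fitted effect of over 60% in size; reporter is driven by a mutant NPC1 promoter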
#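 In 1536-well qHTS, Huh7 cells harboring an NPC1 promoter–luciferase construct received compound for 24 h; activation was quantified by luminescence following luciferase reagent addition.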
# Active calls of the source: *; ? = inconclusive; · = no result given; [ ] = another dose, or the depositor's remark. Unless noted, calls come from the whole dose curve; as a rule, active = well fitted curve in the direction sought with a large enough effect; inconclusive = small, poorly fitted or top-dose-only effect, or another doubt; inactive = no such curve, though single readings can be large; an effect the other way counts as inactive or inconclusive.
SMILES,Coupling enz,ELG1 genotox,FLuc modulator,KCNH2 3.1 inh,VP16 counter,uPA generation,Tb PFK block,Giardia killer,RORg inh,Rab9 promoter act,NPC1 prom act
CC1CC(C)CN(CC(=O)N2CCc3[nH]c4ccccc4c3C2)C1 (stereo not given),-21,2%,6%,-13,4%,12%,4%,-17,26%,0%,-15%
Nc1ncc2c(n1)CC(c1ccco1)CC2=O (stereo not given),-5,0%,9%,0,-3%,0%,-4%,-5,2%,-6%,-4%
COC(=O)CSC(=S)N1CCCC(C)C1 (stereo not given),0,0%,-10%,14,8%,-1%,0%,-27,2%,-3%,1%
CN(C)C(=O)c1ccc(NC(=O)c2cccnc2)cc1,1,4%,-6%,-16,-4%,-1%,-6%,-2,-4%,-1%,2%
CN1C(=O)/C(=C2/C=Cc3ccccc3N2CCCS(=O)(=O)O)SC1=S,-10,15%,?,-17,-13%,3%,-22%,-2,-5%,0%,-1%
Cc1cc(=O)cc(C)n1-c1ccccc1N1CCOCC1,1,3%,0%,8,2%,0%,-2%,25,14%,2%,3%
O=c1[nH]c(NCc2ccco2)nnc1Cc1ccccc1Cl,10,·,3%,2,-7%,-9%,·,-29,9%,·,·
CCn1c(CNC(=O)c2cccs2)nnc1SCC(=O)Nc1ccc(Cl)cc1,1,-1%,?,-11,1%,0%,0%,2,?,-1%,-1%
CCOC(=O)C1CCCCN1C(=O)c1ccc2nc(Cc3ccc(OC)cc3)oc2c1 (stereo not given),·,-4%,-13%,3,0%,2%,10%,7,28%,-7%,0%
CC/C(=C\C(=O)c1ccncc1)Nc1ccc(Br)cc1,1,1%,-19%,-6,7%,3%,1%,16,-42%,-5%,-2%
CCOc1ccc(-c2nc(CSc3nncs3)cs2)cc1OC,1,7%,?,10,-2%,-9%,3%,-10,26%,2%,6%
CCOC(=O)N1CCN(C(=O)C2CCCN(S(=O)(=O)c3ccc(OCC)cc3)C2)CC1 (stereo not given),1,-8%,1%,-15,-8%,-15%,?,-11,15%,2%,-6%
Cc1ccc(NCN2C(=O)C(=O)c3ccccc32)nc1,-7,0%,1%,8,-7%,?,-5%,6,-39%,-3%,-6%
CCc1cccc(NC(=O)C2CCN(c3ncnc4sc(C)c(C)c34)CC2)c1,·,-7%,·,-11,·,?,0%,6,·,·,·
CS(=O)(=O)Nc1ccc(C2=NN(C(=O)CCCC(=O)O)C(c3cccs3)C2)cc1 (stereo not given),-1,-2%,-3%,0,5%,1%,0%,-7,30%,-2%,0%

# An excerpt from above in order of count of non-hydrogen atoms, descending.
SMILES,Coupling enz,ELG1 genotox,FLuc modulator,KCNH2 3.1 inh,VP16 counter,uPA generation,Tb PFK block,Giardia killer,RORg inh,Rab9 promoter act,NPC1 prom act
CCOC(=O)N1CCN(C(=O)C2CCCN(S(=O)(=O)c3ccc(OCC)cc3)C2)CC1 (stereo not given),1,-8%,1%,-15,-8%,-15%,?,-11,15%,2%,-6%
CCc1cccc(NC(=O)C2CCN(c3ncnc4sc(C)c(C)c34)CC2)c1,·,-7%,·,-11,·,?,0%,6,·,·,·
CCOc1ccc(-c2nc(CSc3nncs3)cs2)cc1OC,1,7%,?,10,-2%,-9%,3%,-10,26%,2%,6%
O=c1[nH]c(NCc2ccco2)nnc1Cc1ccccc1Cl,10,·,3%,2,-7%,-9%,·,-29,9%,·,·

# More records
SMILES,Coupling enz,ELG1 genotox,FLuc modulator,KCNH2 3.1 inh,VP16 counter,uPA generation,Tb PFK block,Giardia killer,RORg inh,Rab9 promoter act,NPC1 prom act
CC(C)[C@H](NC(=O)N1c2ccccc2NC(=O)[C@@H]1C(C)C)C(=O)N[C@@H](Cc1c[nH]c2ccccc12)C(=O)O,1,2%,-1%,9,5%,-1%,-2%,-3,-8%,2%,-4%
Cc1ccccc1S(=O)(=O)Nc1nc2ccccc2nc1N1CCOCC1,16,-2%,3%,15,-6%,-2%,-4%,10,4%,0%,3%
COc1ccc(C(=O)NCc2ccccc2CN2CCCC2)cc1S(=O)(=O)Nc1ccc(C)cc1,·,-2%,-7%,-5,·,-4%,1%,33[activator],·,7%,-3%
CN1Cc2c(N3CCOCC3)nc(SCCC#N)c(C#N)c2CC1(C)C,-9,2%,0%,-6,-6%,-2%,-9%,-1,1%,-1%,-4%
Cc1ccc(OCC(=O)NCCCNC(=O)c2ccc(C)nc2)cc1,4,4%,2%,3,-3%,-1%,-2%,4,-1%,6%,-4%
CCn1c(=O)c(C(=O)Nc2cnccn2)c(O)c2ccccc21,-1,-2%,0%,·,-3%,·,1%,·,-18%[10 µM],4%,6%
COc1ccc(C(C)=O)cc1CSc1nnc(-c2ccncc2)n1C,-1,-2%,-1%,-4,-5%,5%,2%,11,0%,-3%,-1%
CCCCN(CCCC)C(=O)C[n+]1cccc(/C=N/O)c1,4,-3%,4%,3,2%,-5%,-5%,1,8%,-3%,-2%
Cc1ccc(-n2nc3c(=O)n(CC(=O)NCCC4=CCCCC4)nc(C)c3c2C)cc1,2,-8%[9.26 µM],-1%,-5,-10%,1%,4%,14,-15%,-8%,-9%
CCn1nnc(NC(=O)C(c2ccccc2)c2ccccc2)n1,1,1%,0%,-5,11%,9%,1%,-2,-1%,1%,-3%
O=C(Nc1ncn[nH]1)c1cc(S(=O)(=O)Nc2ccc(Cl)cc2)ccc1Cl,-2,2%,6%,12,-11%,-9%,-4%,4,0%,-2%,-5%
O=C(NNc1ncnc2c1cnn2-c1ccccc1)c1ccco1,0,34%,-2%,5,2%,2%,0%,-17,?,-4%,1%
CSc1cccc(NC(=O)C2CCN(S(=O)(=O)c3cnc[nH]3)CC2)c1,·,5%,-2%,11,-4%,-1%,0%,-14,-23%,-7%,-2%
CNC(=O)COc1cccc(C(=O)NCc2ccccc2)c1,-1,3%,4%,1,-12%,1%,0%,13,25%,1%,-1%
O=C(COC(=O)c1ccccc1Cl)NC1CCCCCC1,·,1%,·,0,·,4%,0%,-10,·,·,·
CN1CCN(C(=O)C2=C[C@@H](C3CCCCC3)C[C@@H](OCCCCO)O2)CC1,2,4%,0%,6,-5%,-6%,-4%,8,7%,-2%,-7%
CC(C)Sc1nc2c(cnn2-c2ccccc2)c(=O)[nH]1,-1,4%,-2%,17,2%,-9%,-15%,-21,3%,0%,-1%
CCCc1cc(=O)n2[nH]c(C)c(-c3ccc(OC)cc3)c2n1,0,-1%,-17%,9,-9%,-9%,2%,4,-43%,-3%,2%
CCC(C(=O)NC(C)(C)C)N(C(=O)c1ccc(Cl)nc1)C1CCCC1 (stereo not given),1,0%,0%,24,-8%,-2%,-7%,-4,-7%,-12%,-2%
CC(C)CC(NC(N)=O)C(=O)Nc1ccc(Oc2ccccc2)cc1 (stereo not given),2,-9%,-7%,-12,-7%,-2%,4%,5,28%,0%,-9%
CC(=O)Nc1ccc(CN2CCN(c3cccc(C(F)(F)F)c3)CC2)cc1,0,-1%,1%,-10,-1%,·,-4%,17,4%,-7%,-4%
O=S(=O)(c1ccc(=S)[nH]c1)N1CCN(Cc2ccccc2)CC1,·,8%,·,17,·,-2%,1%,6,·,·,·
CC(NC(=O)CC1SC(N)=NC1=O)c1ccccc1 (stereo not given),5,-2%,0%,-8,5%,12%,0%,-6,-2%,-2%,1%
COc1ccc(NC(=O)c2cccs2)c([N+](=O)[O-])c1,0,?,?,3,-4%,-11%,4%,-25,11%,4µM*,?
CCCCCCCOc1ccc(C(=O)Nc2cccnc2)cc1,-1,-7%,1%,-17,-17%,-1%,4%,-9,?,18%,-3%
CSC1=NCCN1C(=O)c1c(-c2ccccc2Cl)noc1C,2,2%,-2%,-11,1%,-6%,5%,27,-14%,-8%,0%
CCn1c(CC(=O)Nc2ccccc2)nnc1SCC(=O)N1CCOCC1,3,4%,0%,-13,-4%,-3%,1%,-8,1%,0%,-2%

# An excerpt from above, reduced to Tb PFK block and Rab9 promoter act.
mol | Tb PFK block | Rab9 promoter act
CC(C)CC(NC(N)=O)C(=O)Nc1ccc(Oc2ccccc2)cc1 (stereo not given) | 4% | 0%
CC(=O)Nc1ccc(CN2CCN(c3cccc(C(F)(F)F)c3)CC2)cc1 | -4% | -7%
O=S(=O)(c1ccc(=S)[nH]c1)N1CCN(Cc2ccccc2)CC1 | 1% | ·

# Screening data deposited in PubChem BioAssay by National Center for Advancing Translational Sciences (NCATS).
